Screening results as filed in PubChem BioAssay.
Hsp70 displacement: Hsp70 inhibitors, probe displacement, primary screen, biochemical, fluorescence polarization (AID 583). actives 0.06% (n = 140,000). Hsp70 fluorescence polarization probe displacement, mP; higher % means a stronger effect. displacement, % at 20 µM; hits with a dose series show IC50 in µM; in the data active = displacement above about 50%;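 note: plate controls were vehicle for no effect and reference ligand for full effect; a part of the inactive calls stands beside numbers as strong as those of hits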
Rat MKP-3 inhibitors: inhibition of rat DUSP6 enzyme activity – biochemical, in vitro, primary screen (AID 425) | actives 0.17% (n = 110,000) | recombinant MKP-3 phosphatase activity, fluorescence; higher % means a stronger effect | inhibition, % at 20 µM, or IC50 in µM where a hit was titrated; in the data active = inhibition above about 50%;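 note: plate controls were vehicle for no effect and reference inhibitor for full effect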
The depositor's hits bear a star; / = not tested or not shown; & = joins results of further samples. This is a subset; the hit share may differ from the screen's.

Hsp70 displacement	Rat MKP-3 inhibitors	SMILES
-1.0%	-7%	CC(=O)OCCOc1nc(N(C)C)nc(N(C)C)n1
7.8%	-16%	COC(=O)Cc1c(C)c2ccc(OCC(C)=O)c(C)c2oc1=O
-0.5%	-3%	Cc1ccc(/C=N/NC(=O)c2ccco2)o1
1.8%	-2%	COC(=O)c1c(NC(=O)CN2CCN(C(=O)c3ccco3)CC2)c2cc(C)ccc2n1C
9.4%	-4%	COc1ccc(S(=O)(=O)NCC(c2cccnc2)N2CCN(c3ccc(F)cc3)CC2)cc1C (stereo not given)
2.9%	/	Nc1ccc(C(=O)OCC(=O)NC2CCCc3ccccc32)cc1[N+](=O)[O-] (stereo not given)
-0.1%&-3.1%	2%	CCOc1ccc(-c2cc(C(=O)O)c3ccccc3n2)c(OCC)c1
6.5%	-2%	CCOc1ccccc1N1C(=O)CC(Sc2ncccc2C(=O)O)C1=O (stereo not given)
2.8%	-2%	Cc1ccc2[nH]c3nc(C)cc(C)c3c(=O)c2c1
-0.2%	/	N/C(=N\OC(=O)c1ccccc1Cl)c1cccnc1
3.1%	1%	COc1ccc(OC)c(NC(=O)COc2ccc(Br)cc2C)c1
2.4%	10%	Cc1ccc2cc(CN(Cc3ccc(F)cc3)Cc3nnnn3C3CCCC3)c(=O)[nH]c2c1

Structures above that have sulfur:
Hsp70 displacement	Rat MKP-3 inhibitors	SMILES
9.4%	-4%	COc1ccc(S(=O)(=O)NCC(c2cccnc2)N2CCN(c3ccc(F)cc3)CC2)cc1C (stereo not given)
6.5%	-2%	CCOc1ccccc1N1C(=O)CC(Sc2ncccc2C(=O)O)C1=O (stereo not given)

(further entries)
Hsp70 displacement	Rat MKP-3 inhibitors	SMILES
-15%	-2%	CS(=O)(=O)N1CCN(c2ccccc2NC(=O)c2ccc(-c3ccc(Cl)cc3Cl)o2)CC1
1.6%	-8%	O=C(CSc1ccc(Cl)cc1)Nc1ccc(N2CCN(C(=O)c3ccco3)CC2)cc1
-15%	6%	COc1ccc(C2=C/C(=C/c3ccc(I)o3)C(=O)O2)cc1
-0.2%	0%	COc1cc(NC(=O)c2csc3c2CCCC3)ncn1
-5.2%	-9%	Cc1ccc(-n2c(SCC(=O)Nc3ccc4c(c3)OCO4)nnc2-c2ccoc2C)cc1
5.2%	-2%	CCCOc1ccc(N2C(=O)CC(N(CCC)C(=O)CCC(=O)O)C2=O)cc1 (stereo not given)
-2.0%	0%	COc1ccc(N(Cc2cc3ccccc3[nH]c2=O)C(=O)C2CCCO2)cc1 (stereo not given)
7.5%	-6%	CCN1CCN(C(=O)c2cc3c(-c4ccc(Cl)cc4)nn(C)c3s2)CC1
-1.6%	2%	COc1cccc2sc(NC(=O)c3cccc(Cl)c3)nc12
0.5%	-15%	O=S1(=O)N=C2CCCN2C(c2ccc(F)cc2)N1 (stereo not given)
-0.2%	-9%	CCN(CC(=O)NC1CCS(=O)(=O)C1)C(=O)C(c1ccccc1)c1ccccc1 (stereo not given)
6.6%	-5%	N#CC1=C(N)N2C(=C(C#N)C13CCN(Cc1ccccc1)CC3)Nc1ccccc12
-2.2%	-1%	Cc1ccc(-c2cc(-c3ccc(C)o3)nc(N)c2C#N)cc1
/	-2%	COC(=O)CN1C(=O)C(O)(CC(=O)c2ccc(C)cc2)c2cc(Br)ccc21 (stereo not given)
1.0%	-7%	CCN(CC)S(=O)(=O)c1ccc(NC2c3ccccc3C(=O)N2Cc2ccc3c(c2)OCO3)cc1 (stereo not given)
3.3%	3%	O=C1c2ccccc2C(=O)N1c1cccc(-c2nc3ccccc3o2)c1
-1.6%	2%	CCOC(=O)Oc1ccc2c(=O)c(Oc3ccc(C(C)(C)C)cc3)coc2c1
-112%	/	CCN(CC)c1ccc2cc(C(C)=O)c(=O)oc2c1
0.1%	4%	CC(=O)Nc1nc(-c2cc(C)ccc2C)cs1
-0.4%	6%&0%	CCn1c(SCC(=O)OC)nc2sc3c(c2c1=O)CCC3
12%	/	CCOC(=O)c1sc(NC(=O)C2C3C=CC(C3)C2C(=O)O)nc1C (stereo not given)
-2.5%	3%	CN1CCN(CCOCCOc2cccc3ccccc23)CC1
0.7%	1%	CCc1ccc(-c2cc(C(=O)O)c3cc(Br)ccc3n2)s1
-0.3%	2%	COc1ccc(CNC(=O)c2cc(-c3ccccc3OC)on2)cc1

Copied from the entries so far for reference:
Hsp70 displacement	Rat MKP-3 inhibitors	SMILES
-1.0%	-7%	CC(=O)OCCOc1nc(N(C)C)nc(N(C)C)n1
7.8%	-16%	COC(=O)Cc1c(C)c2ccc(OCC(C)=O)c(C)c2oc1=O
-0.5%	-3%	Cc1ccc(/C=N/NC(=O)c2ccco2)o1
1.8%	-2%	COC(=O)c1c(NC(=O)CN2CCN(C(=O)c3ccco3)CC2)c2cc(C)ccc2n1C
9.4%	-4%	COc1ccc(S(=O)(=O)NCC(c2cccnc2)N2CCN(c3ccc(F)cc3)CC2)cc1C (stereo not given)

Continued:
Hsp70 displacement	Rat MKP-3 inhibitors	SMILES
3.5%	-6%	Cn1c(/C(C#N)=C/Nc2ccccn2)nc2ccccc21
-8.0%	4%	CCOc1cc(/C=C2\SC(N3CCC(C)CC3)=NC2=O)ccc1O
5.3%	5%	C=CCN1C(=O)/C(=C\c2cccc(Cl)c2)C(=O)NC1=S
-1.6%	2%	O=C1C(=O)N(c2ncc(S(=O)(=O)c3ccc([N+](=O)[O-])cc3)s2)C(c2ccc(F)cc2)/C1=C(\O)c1ccc(Cl)cc1 (stereo not given)
0.4%	-2%	c1nc2sc3c(c2c2nnnn12)CCC3
/	-2%	COc1cc(OC)c(C#N)c(S(=O)Cc2ccccc2)c1 (stereo not given)
-1.3%	4%	CC(=O)Nc1c(C)ccc2c1C(C)CC21CCCC1 (stereo not given)
-8.3%	1%	CCOc1ncccc1C(=O)Nc1ccc(Cl)cc1
4.0%	-1%	Cc1cc(C(=O)Nc2ccc(N3CCOCC3)cc2)ccc1[N+](=O)[O-]
4.8%	/	CCCn1c(N)c(C(=O)CSc2nc(C)cs2)c(=O)n(C)c1=O
-3.8%	-1%	Cc1ccc2[nH]c(=O)c(CN(Cc3ccc4c(c3)OCO4)Cc3nnnn3Cc3ccco3)cc2c1
1.0%	-10%	CCN1C(=O)CSc2ccc(C(=O)NC3CCCCC3)cc21
-2.7%	3%	O=C(NCCCO)C(=O)NCc1ccc(Cl)cc1
-5.0%	1%	C/C(=N/n1cnnc1)c1ccc(NS(=O)(=O)c2ccc(Br)cc2)cc1
5.5%	-6%	Cc1cccc(NS(=O)(=O)c2cc(C(=O)OCC(=O)Nc3cc(C)on3)ccc2C)c1
/	1%	CCCCCC1CC(CC(=O)O)C(=O)O1 (stereo not given)
0.4%	3%	COC(=O)c1nonc1NCn1nnc2ccccc21
1.4%	0%	N#CC1=C(N)N(c2ccccc2)C2=C(C(=O)CCC2)C1c1ccsc1 (stereo not given)
0.0%	2%	COc1ccc(C(NC=O)c2ccc(OC)c(OC)c2)cc1 (stereo not given)
15%	-10%	CC(=O)C1=C(C)OC(N)=C(C#N)C1c1ccncc1 (stereo not given)
-6.9%	4%	CCN1C(=O)/C(=C\c2ccc(-c3ccc(I)cc3)o2)SC1=S
1.0%	-10%	O=C(CCn1c(=O)oc2ccccc21)N1CCc2ccccc21
-2.4%	/	O=C1CC(=C2c3ccccc3-c3ccccc32)C(=O)N1CCN1CCN(c2ccccc2)CC1
2.7%	2%	CCOc1ccc(C2C(C(=O)c3ccco3)=C(O)C(=O)N2Cc2cccnc2)cc1 (stereo not given)
2.1%	0%	CCCCCCC(=O)c1c(C)[nH]c(C(=O)OCC)c1C
1.3%&0.2%	1%	CCCCOc1ccc(NC2=NC3(CCCCC3)N=C(N)N2)cc1
-0.4%	2%	CCOc1ccc(N(CC(=O)Nc2cccc3cccnc23)S(=O)(=O)c2ccccc2)cc1
-2.2%	-11%	COC(=O)c1ccccc1NC(=O)CC#N
-0.2%	10%	Cc1oc(-c2ccc(Cl)cc2)nc1CN1CCCC(C(=O)NCCCN2CCCC2=O)C1 (stereo not given)
3.5%	-8%	CC(=O)Nc1cccc(NC(=O)c2c(-c3ccccc3Cl)noc2C)c1
1.5%	0%	COCCNC(=O)CSc1nc2cc(OC)c(OC)cc2c(=O)n1Cc1ccc(OC)cc1
4.5%	-4%	COc1ccccc1CNc1nc2nc(C)cc(=O)n2[nH]1
0.2%	-7%	CCN(c1ccccc1)S(=O)(=O)c1ccc(Oc2ccc(-n3ccnc3)cc2)nc1
-3.6%	-2%	COc1ccc(N(C)S(=O)(=O)c2ccc3c(c2)CCC(=O)N3)cc1
-2.8%	-2%	CC(NC(=O)c1ccc(C(=O)O)cc1C(=O)O)c1ccccc1 (stereo not given)
4.6%	-11%	O=C(Cc1cn2ccsc2n1)Nc1cccc2cnccc12
-6.4%	-1%	COc1ccc(OC)c(NC(=O)CSc2nc3ccccc3c(=O)n2CCNC(C)=O)c1
2.6%	/	O=C(COC(=O)c1cccnc1)c1ccc(Cl)c(Cl)c1
8.4%	-11%	COc1ccc(NC(=O)CN2CCC(C(N)=O)CC2)cc1
-4.6%	-8%	CN1C(=O)C2CN(CCc3ccccc3)CNC2N(C)C1=O (stereo not given)
-1.0%	/	Cc1ccn2c(NC3CCCCC3)c(C(C)C)nc2c1
-5.0%&-7.5%	8%&5%	CCC(=O)Nc1ccc(NC(=O)c2cc3ccccc3o2)cc1
3.1%	/	CCCS(=O)(=O)N1CCC(C(=O)NCCCN2CCC(Cc3ccccc3)CC2)CC1
12%	-5%	O=C(CC(=O)Nc1ccccn1)Nc1ccccn1
3.6%	-24%	COc1ccccc1CC(=O)NCCc1ccc(S(N)(=O)=O)cc1
-2.1%	/	COc1ccc(OC)c(S(=O)(=O)Nc2cccc(F)c2)c1
0.0%	4%	COc1cccc(/C=C2/C(=O)NC(=O)N(c3ccc(Br)cc3)C2=O)c1O
1.9%	1%	CS(=O)(=O)N1CCN(c2nnc(-c3ccccc3)c3ccccc23)CC1

Given field by field: entries from further up
compound: CCCS(=O)(=O)N1CCC(C(=O)NCCCN2CCC(Cc3ccccc3)CC2)CC1
  Hsp70 displacement = 3.1% | Rat MKP-3 inhibitors = /
compound: CCOc1ccc(C2C(C(=O)c3ccco3)=C(O)C(=O)N2Cc2cccnc2)cc1 (stereo not given)
  Hsp70 displacement = 2.7% | Rat MKP-3 inhibitors = 2%
compound: COc1ccc(S(=O)(=O)NCC(c2cccnc2)N2CCN(c3ccc(F)cc3)CC2)cc1C (stereo not given)
  Hsp70 displacement = 9.4% | Rat MKP-3 inhibitors = -4%
compound: COC(=O)Cc1c(C)c2ccc(OCC(C)=O)c(C)c2oc1=O
  Hsp70 displacement = 7.8% | Rat MKP-3 inhibitors = -16%

Other compounds follow.
Hsp70 displacement	Rat MKP-3 inhibitors	SMILES
1.1%	3%	COc1cc(/C=C2/SC(=S)N(c3ccccc3)C2=O)ccc1OS(=O)(=O)c1ccc(C)cc1
-2.2%	4%	COc1cc(OC)c(C2SCCN2S(=O)(=O)c2ccc3cccc4c3c2CC4)cc1OC (stereo not given)
-4.8%	-1%	C/C(=N\NC(=O)CN(c1cc(C)ccc1C)S(=O)(=O)c1ccccc1)c1cccs1
-0.4%	-2%	O=C1CCC(=O)N1Cc1ccc(Cl)cc1
2.3%	6%	COc1ccc(OC)c(-n2cc3c(=O)n(C)c(=O)n(C)c3c2)c1
-10%	/	COc1ccccc1NC(=O)CC(NCCN(C)C)C(=O)O (stereo not given)
-4.1%	-4%	Cc1sc(NC(=O)CSc2nnc(-c3ccccc3)o2)c(C#N)c1C
3.8%	-14%	O=C1c2ccccc2NC(c2ccncc2)N1c1ccccn1 (stereo not given)
-7.5%	/	Cc1[nH]n(-c2ccccc2)c(=O)c1-c1ccc(Cl)cc1
4.4%	/	CCOC(=O)c1nnc(-c2cccs2)nc1Oc1ccccc1C(=O)OC
-2.1%	/	Cn1nc(-c2ccccc2)c(CSc2ccccc2Cl)c1Cl
-1.9%	2%	O=C(CSc1nncs1)NCc1ccc2c(c1)OCO2
8.5%	4%	CN1CCC2(CC1)Nc1nc(SCc3ccc(Cl)cc3)nn1C1=C2CN(C)CC1
13%	7%	CC(=O)[C@@H]1[C@@H]2C(=O)N(Cc3ccccc3)C(=O)[C@@H]2C2c3ccccc3C=CN21 (stereo not given in full)
-2.3%	/	CN(C)C(=O)CSc1nnc(Cc2ccccc2)n1Cc1ccco1
0.2%	1%	Cc1ccc(OCc2nnc(SCc3nc4ccccc4[nH]3)n2Cc2ccco2)cc1
0.4%&-3.2%	-2%&2%	O=C1C=C(NCc2ccncc2)CC(c2ccccc2)C1 (stereo not given)
4.5%	-3%	CCN(CC)c1cc(C)c2cc(NC(=O)CNC(C)=O)ccc2n1
-1.2%	-1%	COc1cccc(-n2c(O)c(C=NCc3ccccc3F)c(=O)[nH]c2=O)c1
3.0%	/	COC(=O)Cc1c(C)c2ccc(OCc3nn[nH]n3)c(C)c2oc1=O
-1.0%&-0.7%	-6%&4%	COc1ccc(NC(=O)CCOc2ccccc2)c(OC)c1
2.0%	-8%	c1cnc(N2CC[N+]3(CCCC3)CC2)nc1
8.6%	13%	O=c1[nH]c(CN2CCCCC2)nc2c1C1(CCCC1)Cc1ccccc1-2
1.0%	-8%	CCn1c(C)c(C(C)=O)c(NCc2ccccc2)nc1=S
-1.8%	-8%	CCOC(=O)NC(Nc1cc(C)on1)(C(F)(F)F)C(F)(F)F
-6.0%	/	FC(F)(F)c1cc(-c2ccccc2)nc(N2CCOCC2)n1
0.8%	3%	O=C(O)CCC(=O)N1N=C(c2c(-c3ccccc3)c3cc(Cl)ccc3[nH]c2=O)CC1c1ccco1 (stereo not given)
-2.9%	-2%	O=C(NCCN1CCc2ccccc21)c1cccs1
-0.2%	-13%	Cn1c(=O)c2c(nc(SCC(=O)Nc3ccccc3)n2C)n(C)c1=O
1.2%	3%	COCCCNC(=O)C1CCN(C(=O)c2cc3sccc3n2Cc2ccc(F)cc2)CC1
